Pf Dd2 growth – blocks in vitro growth of P. falciparum Dd2 | P. falciparum Dd2 growth, SYBR Green, 72 h | Potency, µM (doses to about 28.9 µM), for the others: at the top dose activity, negative = inhibition, hits mostly inhibitors | 4.3% of 120,000 active | AID 1347417; active = well fitted inhibition curve with a large enough effect; inconclusive = small, poorly fitted or top-dose-only effect; inactive = no such curve, though single readings can be large or run the other way;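 note: plate controls were DMSO vehicle for no effect and reference drug for full effect; nearly all actives have a fitted effect of over 65% in size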
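Readout: SYBR Green fluorescence, 485 nm excitation, 535 nm emission, after ~16 h lysis at 37C. Before that, Dd2-infected red cells (2.5% hematocrit) grew 72 h with compound, 29 uM top final concentration.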
* marks the source's active call; other numbers are inactive results; i = inactive; ? = inconclusive; [ ] = another dose, or the depositor's remark. Potency is the fitted concentration of half-maximal effect.

Molecule	Pf Dd2 growth
Cc1ncsc1CN1CCCCCNC(=O)CC1c1ccccc1 (stereo unspecified)	-2%
O=C(NCCc1cn[nH]c1)[C@H]1CCC[C@@H](O)C1	2%
CCCN(CC1CCOC1)S(=O)(=O)c1ccc(C)cc1C (stereo unspecified)	i[5.79 µM]
Cc1ccncc1C(=O)N1CCC(N2C(=O)C(OCC3CC3)C23CCOCC3)CC1 (stereo unspecified)	-20%
Cc1nc(NC2CCCCC2)ncc1C(=O)O	-9%
COCCO[C@H]1C(=O)N(C2CCN(C(=O)Nc3ccccc3)CC2)[C@H]1c1ccncc1	1%
O=C([C@@H]1C[C@H](Oc2ccccc2)CN1C(=O)C1CCCCC1)N1CCOCC1	10%
O=C(c1ccncc1)N1CCN(C2CCNCC2)C(=O)C1	46%[activator]
N#Cc1cccc(CN2CCCC(CNS(=O)(=O)Cc3ccccc3)C2)c1 (stereo unspecified)	-20%
Cc1cccc(CN2CCc3nc(N(C)Cc4cccnc4)[nH]c(=O)c3CC2)c1	-23%[5.79 µM]
COc1ccc(CN2CCNc3cc(Nc4cccnc4)ncc3C2)cc1O	?
OCc1cn(CC2CCN(c3ncnc4nc[nH]c34)CC2)nn1	-15%
Cc1cc(C)n(C)c(=O)c1C(=O)NC1CCCc2nc(-c3ccccc3)ncc21 (stereo unspecified)	8%
CCc1ccccc1NC(=O)C1=CC(c2ccc(OC)c(OC)c2)=NS(=O)(=O)N1C	-27%
O=C(c1ccccc1)N1CCC(N2CCCOC2=O)CC1	19%[44.1 µM]
COc1ccc(OCc2ccc(-c3nc(C#N)c(N4CCC(C(N)=O)CC4)o3)o2)cc1	?
Nc1ccc(C(=O)N2CCCn3nc(C(=O)Nc4ccccc4)cc3C2)cn1	-10%
COc1ccc(-n2cc(CN3C[C@@H](C)O[C@@H](C)C3)c(-c3cccc(F)c3)n2)cc1	?
O=C(Nc1ccc(N2CCOCC2)cc1)[C@H]1CN(Cc2ccccc2)C[C@H]1C(=O)O	-10%
CN(CC(=O)Nc1ccc(OC(F)(F)F)cc1)S(=O)(=O)c1ccc2c(c1)CCC(=O)N2	?

Overlap with the part before: three compounds, followed by the next part.
Molecule	Pf Dd2 growth
COc1ccc(-n2cc(CN3C[C@@H](C)O[C@@H](C)C3)c(-c3cccc(F)c3)n2)cc1	?
O=C(Nc1ccc(N2CCOCC2)cc1)[C@H]1CN(Cc2ccccc2)C[C@H]1C(=O)O	-10%
CN(CC(=O)Nc1ccc(OC(F)(F)F)cc1)S(=O)(=O)c1ccc2c(c1)CCC(=O)N2	?
Cc1ccccc1CNC(=O)C1CCCN(S(=O)(=O)N(C)c2ccc(F)cc2)C1 (stereo unspecified)	79%[activator][5.79 µM]
O=C([C@H]1CCC[C@H](O)C1)N1CCC(n2cnnc2)CC1	-15%
CC(=O)N1CCCN(C(=O)c2c[nH]c3ncccc23)CC1	?
O=C(c1ccc(F)c(F)c1)N1CCC(Oc2ncccc2C(=O)N2CCCCC2)C1 (stereo unspecified)	i
Cc1ccc(C)c(NC(=O)CN2CCCN(Cc3cccc(Cl)c3)S2(=O)=O)c1	i
COc1ccc(N2CC(NC(=O)C(c3ccccc3)c3ccccc3)CC2=O)cc1 (stereo unspecified)	i
Cc1cc2oc(C(=O)Nc3ccc(S(=O)(=O)N(C)Cc4ccccc4)cc3)cc(=O)c2cc1C	49%[activator]
O=c1[nH]c(N2CCc3ccccc3C2)nc2c1CCN(Cc1ccc(F)cc1)CC2	13%[5.79 µM]
N[C@H]1CO[C@H]2[C@@H]1OC[C@@H]2n1cc(-c2ccccn2)nn1	i
COc1cccc(N2C(=O)NC(=NC3CCCCC3)C23CCN(Cc2ccc(N(C)C)cc2)CC3)c1	?
CC(C)CCN1CCCC2(CC(c3cccnc3)=NO2)C1 (stereo unspecified)	?
CN1CCC(NC[C@H]2O[C@@H]3C[C@@H](CC(=O)N4CCC(F)(F)C4)O[C@@H]3[C@@H]2O)CC1	13%[44.1 µM]
O=c1c2nc(-c3ccc(O)c(F)c3)ccc2ncn1-c1ccccc1	13µM*
CCN1C(=O)c2cccc3c(S(=O)(=O)Nc4ccc(O)c(C(=O)O)c4)ccc1c23	-2%
CCOc1ccc(CC(=O)N2CCC3(CC2)N=C(c2ccc(C)cc2)NO3)cc1	?
COc1ccc(C(=O)N2CCCC2c2nc(CCOc3ccc(F)cc3)no2)cc1 (stereo unspecified)	1%
CCSc1ncc(Cl)c(C(=O)N2CCN(c3ccc(OC)cc3)CC2)n1	18%
Cc1ccc(C)c(N2CCN(C(=O)Cn3cnc4nc5c(cc4c3=O)CCCC5)CC2)c1	i
CC(=O)NC1(C)CCN(Cc2cccc(-c3ccc4c(c3)OCCN4C)c2)C1 (stereo unspecified)	?
O=C(C1CC1)N1CCc2nn(Cc3ccccc3)c(=O)n2CC1	9%

Retrieved one by one from above (two):
Molecule	Pf Dd2 growth
COc1cccc(N2C(=O)NC(=NC3CCCCC3)C23CCN(Cc2ccc(N(C)C)cc2)CC3)c1	?
O=c1c2nc(-c3ccc(O)c(F)c3)ccc2ncn1-c1ccccc1	13µM*

Continued:
Molecule	Pf Dd2 growth
O=C1[C@@H]2C[C@@H](O)CN2C2(CN(Cc3ccccc3)C2)C(=O)N1Cc1ccccc1F	?
CN(c1ccccc1)S(=O)(=O)c1ccc(NC(=O)c2nc(S(C)(=O)=O)ncc2Cl)cc1	15%[5.79 µM]
O=C(NCCc1nc2ccccc2s1)[C@H]1CNC[C@@H](C(=O)N2CCOCC2)C1	-6%
O=C1NCc2ccccc2CC12CCCCN2Cc1ccccc1F (stereo unspecified)	?
CC(=O)N1CCC(Oc2ccc(Cl)cc2C(=O)NCCCN2CCCC2=O)CC1	-8%
Cc1[nH]nc(CCC(=O)N2CCC3(CCC(=O)N(CC4CC4)C3)CC2)c1C	-22%
CNC(=O)C1CCN(Cc2cc3ccccc3n2Cc2cccc(C)c2)CC1	?
C=CCN(C)C(=O)[C@H]1CN2CCC1C[C@@H]2Cn1cc(COC)nn1 (stereo partly specified)	41%[activator][44.1 µM]
O=C1CCN(C2CCN(Cc3ccccc3)CC2)CCCC(C(=O)NCc2ccccc2)CCN1 (stereo unspecified)	?
O=C(NCCCN1CCN(c2ccccc2F)CC1)c1cc2c(Cl)nc3ccccc3c2s1	2.8µM*
Cc1ccc(C(=O)Nc2ccc(C(=O)OCc3cc(=O)n4nc(C5CC5)sc4n3)cc2)cc1	16%
Cc1noc2ncnc(NCc3cccc(Cl)c3)c12	-25%
COCCN1CC(CO)C2(CCN(Cc3cccc(Cl)c3F)CC2)C1 (stereo unspecified)	?
CCN(c1cc(C)cc(C)c1)S(=O)(=O)c1nnc(NC(=O)c2cccs2)s1	-15%
COc1cccc(CC(=O)N2CC(CNc3ccccc3)C3(C2)CN(c2ccccc2)C3)c1 (stereo unspecified)	?
COCCC(=O)N1CCOc2ccc(CN3CCc4ccccc4C3)cc2C1	?
COC[C@@H]1[C@H](C(=O)Nc2ccc(F)cc2F)CCC(=O)N1C	1%
N#Cc1cc2c(=O)n(CCc3n[nH]c4c3CCCC4)ccc2[nH]c1=O	-19%
O=C(COc1ccccc1)Nc1c(C(=O)N2CCN(c3ccc(F)cc3)CC2)oc2ccccc12	?
CC(C)CC(=O)NC1CCN(C(=O)N2CC3CC(C2)[C@H]2CCCC(=O)N2C3)CC1 (stereo partly specified)	5%
CC1Oc2ccc(NC(=O)c3c(F)cccc3F)cc2CN(C2CCCc3ccccc32)C1=O (stereo unspecified)	-19%
CCOc1ccc(CC(=O)NC2CCN(c3cc(-c4cccs4)[nH]n3)C2)cc1 (stereo unspecified)	0%
O=C(CCCc1ccccc1)N1CCN(C(=O)c2nnn3c2COC(c2ccccc2)C3)CC1 (stereo unspecified)	?
CCOc1ccc(CC(=O)N[C@@H]2CN(c3ccncn3)C[C@H]2CN(C)C)cc1	-20%
CCN(Cc1ccccc1)C(=O)Cn1c(=O)n(-c2ccc(Cl)cc2)c(=O)c2c(C)c(C)sc21	2%
Cc1ccc(S(=O)(=O)NC2(C(F)(F)F)NC(=O)N(CCc3ccccc3)C2=O)cc1 (stereo unspecified)	12%
COc1ccc(-n2cc(CN3CCC(CO)CC3)c(-c3cccc(F)c3)n2)cc1	?
Cn1cc(-c2cnc3[nH]cc(CC(=O)Nc4ccccc4Cl)c3c2)cn1	-19%[44.1 µM]
O=C(Cc1c[nH]c2ncc(-c3ccsc3)cc12)NCc1cccnc1	i
Cc1ccsc1C(=O)N1CCC(n2cnnc2C2CC2)CC1	-1%
O=S1(=O)c2ccccc2N(Cc2ccc(Cl)cc2F)c2ccccc21	?
O=C(c1nnn2c1COC(c1ccc(Cl)cc1)C2)N1CCSCC1 (stereo unspecified)	?
CCN1c2cc(C(=O)Nc3cc(OC)ccc3OC)ccc2C(=O)N2CCCCCC21 (stereo unspecified)	-7%
O=C(NCCc1ccccn1)c1ccc2c(c1)N(S(=O)(=O)c1ccccc1)CC2	?
Cc1ccc(Cl)cc1NC(=O)Cn1c(=O)n(CCC(=O)N2CCc3ccccc3C2)c(=O)c2ccccc21	-9%
Cc1noc(C)c1S(=O)(=O)N1C[C@@H](Oc2cccnc2)C[C@H]1C(=O)N1CCCC1	12%
CN1C(=O)c2cccn2CC1CNC(=O)c1nccn1C (stereo unspecified)	i
COC1C(=O)N(C2CCN(C(=O)c3cnn(C)c3)CC2)C12CCOCC2 (stereo unspecified)	-11%
CC(C)N1CC[C@@H]2[C@H]1C(=O)NC[C@H](CCC(=O)N1CCN(c3ccccc3)CC1)N2C	-4%[44.1 µM]
C#CCN(C)Cc1nc(C2(O)CCN(C(C)=O)CC2)cs1	?
CC(C)c1nn2c(=O)cc(COC(=O)c3cccs3)nc2s1	55%[activator]
COc1ccccc1NC(=O)Cn1c(C)ccc(NS(=O)(=O)c2ccccc2)c1=O	1.4µM*
Cc1ccc(C2Cn3nnc(C(=O)N4CCC(C(=O)NCCN(C)C)CC4)c3CO2)cc1 (stereo unspecified)	i
COC(=O)C1=C(C)N=C2SC=C(CC(=O)Nc3ccc(C)c(C)c3)N2C1c1ccccc1 (stereo unspecified)	?
O=C(C[C@H]1NC(=O)c2ccccc2NC1=O)Nc1nc(-c2ccccn2)cs1	-29%
O=C(Nc1ccccc1)O[C@H]1COCCN(c2nc3ccccc3o2)C1	-1%[44.1 µM]
CN(C)c1ccc(-c2cc3c(ccn3C)c(C(=O)NCc3cccnc3)n2)cc1	?
O=C(CCCc1c[nH]c2ccccc12)N1CCc2c(nc3cc(-c4ccccc4)[nH]n3c2=O)C1	-20%
O=C1NC2(CCCN(C(=O)c3cccnc3)C2)COc2ccccc21 (stereo unspecified)	i
CC(C)CCN1CCC2(COc3ccncc3[S+](=O)([O-])N2)C1 (stereo unspecified)	-3%
CN(Cc1ccc(-c2ccccc2)cc1)Cc1cccc(F)c1	-11%[44.1 µM]
O=C(O)c1ccc(CN2C[C@@H]3OCC(=O)N(CC4CC4)[C@@H]3C2)cc1	?
CS(=O)(=O)c1ccc(OCC2(CNS(=O)(=O)c3ccc(Cl)cc3)C[C@@H](O)[C@@H](O)C2)cc1 (stereo partly specified)	i
Cc1ccccc1CN1c2ccccc2-c2nc(SCC(=O)c3ccccc3)ncc2S1(=O)=O	i
CCN1c2cc(C(=O)Nc3ccc(OC)cc3)ccc2C(=O)N2CCCCCC21 (stereo unspecified)	i
O=C(N1CCOCC1)N1CCN(c2cc(Cl)ncn2)C(=O)C1	9%
CCOC(=O)c1[nH]c(C)c(CCC(=O)N2CCN(c3cccc(OC)c3)CC2)c1C	4µM*
C[S+](=O)([O-])CCn1ncc2cc(OCC3CCN(Cc4cccs4)CC3)ccc21	-7%[44.1 µM]
CN1CCCCCC(O)c2cc(C(=O)N3CCN(c4ccccn4)CC3)ccc21 (stereo unspecified)	i
c1ccc(-c2noc(-c3ccn4c(CN5CCCCCC5)nnc4c3)n2)cc1	i

Continued, starting with the last five of the part before.
Molecule	Pf Dd2 growth
O=C(N1CCOCC1)N1CCN(c2cc(Cl)ncn2)C(=O)C1	9%
CCOC(=O)c1[nH]c(C)c(CCC(=O)N2CCN(c3cccc(OC)c3)CC2)c1C	4µM*
C[S+](=O)([O-])CCn1ncc2cc(OCC3CCN(Cc4cccs4)CC3)ccc21	-7%[44.1 µM]
CN1CCCCCC(O)c2cc(C(=O)N3CCN(c4ccccn4)CC3)ccc21 (stereo unspecified)	i
c1ccc(-c2noc(-c3ccn4c(CN5CCCCCC5)nnc4c3)n2)cc1	i
Cc1occc1C(=O)N1CCC2(CC1)CC(c1ccccc1)CN(C)C2 (stereo unspecified)	?
O=C(CC1C(=O)N(c2ccc(F)cc2)C(=O)N1Cc1ccc2c(c1)OCO2)Nc1ccc(Cl)cc1 (stereo unspecified)	i
COc1ccc(C2N3CC4(C)CN2CC(c2ccccc2)(C3)C4=O)cc1OC (stereo unspecified)	33%[activator]
COc1cccc(CN2CCc3nn(C)c(=O)n3CC2)c1OC	40%
CN1CCN(c2cc(=O)c3ccnc(NCc4ccccc4)c3o2)CC1	-12%[44.1 µM]
CCCCCn1c(CCCNC(=O)c2ccccc2)nc2ccccc21	-19%
Cn1c2ccccc2c2c(C(=O)N3CCN(c4ccc(F)cc4)CC3)cn(C3CCCCC3)c(=O)c21	?
CCn1c(=NC(=O)c2ccc3c(c2)OCCO3)sc2c(C)ccc(OC)c21	?
COc1ccc(NC(=O)N[C@H]2[C@H](O)[C@@H](N3CCN(c4ccccc4)CC3)[C@@H]3OC[C@H]2O3)cc1	-5%

Not all compounds are listed, so the mix of outcomes need not match the whole.
